From PubChem BioAssay
ERAP1 inh – human ERAP1 aminopeptidase inhibitors, primary screen, biochemical, single point, plate reader | Endoplasmic reticulum aminopeptidase 1 (Homo sapiens), Q9NZ08 | recombinant ERAP1, Leu-AMC fluorescence, 60 min | inhibition, % at 10.7 µM | 340,000 compounds, 0.15% hits | AID 652197, 2013;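 active = mean replicate inhibition of at least 30%, or all replicates individually reaching that 30% level; inactive = mean below 30% and not every replicate reaching it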;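 also: 0% = neutral control wells and 100% = L-leucinethiol positive control wells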
Target sequence (Q9NZ08 whole entry, looked up): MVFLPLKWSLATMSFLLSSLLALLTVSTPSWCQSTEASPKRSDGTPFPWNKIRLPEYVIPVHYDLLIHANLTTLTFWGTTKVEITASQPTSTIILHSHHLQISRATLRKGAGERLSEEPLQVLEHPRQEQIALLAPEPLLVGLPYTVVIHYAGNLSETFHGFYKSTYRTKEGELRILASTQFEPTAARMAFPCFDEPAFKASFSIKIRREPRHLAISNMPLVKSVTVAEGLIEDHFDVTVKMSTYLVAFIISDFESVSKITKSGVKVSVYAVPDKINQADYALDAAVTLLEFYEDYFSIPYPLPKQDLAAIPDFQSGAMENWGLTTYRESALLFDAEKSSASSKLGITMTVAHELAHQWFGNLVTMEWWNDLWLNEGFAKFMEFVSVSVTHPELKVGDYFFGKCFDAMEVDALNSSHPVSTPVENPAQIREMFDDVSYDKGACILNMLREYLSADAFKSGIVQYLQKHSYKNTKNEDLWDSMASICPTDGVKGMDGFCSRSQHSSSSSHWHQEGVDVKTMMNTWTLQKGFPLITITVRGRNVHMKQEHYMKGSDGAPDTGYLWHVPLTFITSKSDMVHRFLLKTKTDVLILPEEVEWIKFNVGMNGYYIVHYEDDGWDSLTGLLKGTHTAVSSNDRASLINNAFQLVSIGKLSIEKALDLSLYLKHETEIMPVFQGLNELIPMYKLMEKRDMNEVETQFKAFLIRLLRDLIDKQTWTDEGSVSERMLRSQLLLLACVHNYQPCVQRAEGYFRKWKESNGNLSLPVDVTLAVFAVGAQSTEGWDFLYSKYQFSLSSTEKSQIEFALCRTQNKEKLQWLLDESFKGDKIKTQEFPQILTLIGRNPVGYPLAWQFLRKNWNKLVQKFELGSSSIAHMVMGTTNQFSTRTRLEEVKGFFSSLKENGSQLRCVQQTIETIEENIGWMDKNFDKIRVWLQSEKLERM
XiGFP reactiv – activators of inactive X chromosome reactivation, primary screen, imaging, XiGFP fibroblasts, GFP high-content imaging, set 2. XiGFP mouse fibroblasts, % GFP-positive cells imaging, 3 d; cells co-treated with 5-aza-dC sensitizer; scaled so ellipticine positive control = 100%. 360,000 compounds, 0.055% hits. activation, % at 7.58 µM;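 active = mean normalized replicate activation at least 10% and every replicate at or above 10%; inconclusive = only one of the two criteria met; inactive = mean below 10% and not all replicates reach 10%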;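 also: 0% = median of on-plate neutral control wells and 100% = ellipticine 6 µM median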
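System: XiGFP fibroblasts, SV40-immortalized. Medium: DMEM plus 5-aza-dC sensitizer. Doses: single point. Timing: 3 d treatment, 15 min room-temperature fixation. Control set: ellipticine 6 µM.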
SIRT5 inh – SIRT5 desuccinylase inhibitors, primary screen, biochemical, fluorescence imaging, single point, set 5; Purified SirT5, succinyl-peptide AMC, trypsin-coupled fluorescence; inhibition, % at 15 µM; 330,000 compounds, 1.1% hits; in the data active = inhibition above about 15%; inconclusive = no clear call, values can overlap the other calls
LGR2 antag – inhibitors of bursicon-induced LGR2 CRE-luciferase signal, primary screen, cell-based, HEK293, CRE-luciferase reporter, bursicon stimulation | AID 720647, 2013 | bursicon-stimulated, 4 h | inhibition, % at 9.99 µM | Drosophila bursicon receptor LGR2 (rickets) | 380,000 compounds, 0.35% hits;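 active = drop in luminescence signal, shown as inhibition above about 50% in the replicate tests, limit read from the data, passing the limit was not always enough; inconclusive = probably only some replicates passing the limit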;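 also: agonist challenge used bursicon conditioned medium at about half maximal strength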
PGC1a acetyl inh – inhibitors of PGC1a acetylation signal, primary screen, cell-based, U2OS, AlphaScreen, inhibitor mode; AlphaScreen anti-acetyl-lysine; with virally co-expressed GCN5 acetyltransferase; inhibition, % at 15.6 µM; 350,000 compounds, 0.17% hits; AID 651687, 2012;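 active = every replicate shows inhibition of at least 40%; inconclusive = mean inhibition at least 40% but some replicate below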;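 also: 0% = neutral control wells and 100% = positive control wells; some results beyond the cut were filed as inactive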
S100A4 inh HTS – inhibitors of S100A4-myosin IIA peptide binding, primary screen, biochemical, fluorescence polarization, TAMRA-MyoIIA peptide; inhibition, % at 10.7 µM; 360,000 compounds, 0.14% hits;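 active = mean inhibition of at least 70% across replicates, with every replicate also reaching that level; inconclusive = mean inhibition reaches 70% but some replicates fall short; inactive = mean inhibition below 70%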
Target sequence (P26447 whole entry, looked up): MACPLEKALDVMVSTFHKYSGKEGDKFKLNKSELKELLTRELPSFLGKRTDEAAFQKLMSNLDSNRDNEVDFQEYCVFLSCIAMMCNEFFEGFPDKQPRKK
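assay system = human S100A4 monomer with TAMRA-labelled myosin IIA peptide | also added = labelled myosin peptide probe, 5 nM | incubation = 5 min between mix addition and reading | control set = DMSO and TFP controls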
C2C12 statin – suppressors of statin myotoxicity in C2C12 myotubes, primary screen, cell-based, single point, plate reader. C2C12 myotubes + simvastatin, ATP luminescence, 48 h; scaled: DMSO 0, geranylgeraniol control 100. rescue of ATP level, % at 7.49 µM. 330,000 compounds, 0.78% hits. AID 602340, 2012;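 active = mean ATP rescue above about 67%, or every replicate alone reaching that limit, limit read from the data, passing the limit was not always enough; inconclusive = no clear call, values can overlap the other calls; inactive = mean under the limit and some replicate under it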;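 also: myotubes were challenged with 10 µM simvastatin during compound exposure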
Cneo AK release – Cryptococcus neoformans cell lysis inducers, primary screen, AK release luminescence, single concentration | C. neoformans lysis, adenylate kinase release luminescence, 4 h; normalised: neutral wells 0, clomiphene wells 100 | lysis activity, % at 15 µM | 360,000 compounds, 0.2% hits | AID 651654, 2012;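 active = mean lysis activity across replicates of at least 80%, whatever share of replicates individually reach that level; inactive = mean lysis activity below 80%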
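Schedule: static 4 h at 37 °C with compound, 1 h detection; system: C. neoformans cells; benchmarks: Clomiphene as positive control; buffer or medium: fresh YPD medium; measure: luminescence rise reflecting yeast cell lysis; measured by: luminescent adenylate kinase detection reagent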
The depositor's hits bear a star; ? = inconclusive; . = no result given.

SMILES | ERAP1 inh | XiGFP reactiv | SIRT5 inh | LGR2 antag | PGC1a acetyl inh | S100A4 inh HTS | C2C12 statin | Cneo AK release
O=C(N/N=C\c1ccc(Br)cc1)c1ccc(Cn2cccn2)o1 | 7 | 0.0 | 1 | -29 | . | 4 | . | .
C/C(=N/NC(=O)CNC(=O)COc1cccc(C)c1)c1ccc(Cl)cc1 | -4 | 0.0 | -2 | 0 | -2 | 14 | -13 | 8
Cc1ccccc1Cn1cnc2ccccc2c1=O | 4 | 0.0 | -5 | 6 | . | -2 | . | .
Cc1ccc(S(=O)(=O)Nc2ccc3c(c2)C(=O)N([C@@H](C)CO)C[C@@H](C)[C@@H](CN(C)Cc2ccccc2)O3)cc1 | 0 | 0.0 | 6 | 7 | -5 | 2 | -12 | 4
CCN(CC)S(=O)(=O)c1cc(NC(=O)C2Cc3ccccc3C(=O)O2)ccc1C (configuration not stated) | -3 | -0.1 | -2 | -98 | -6 | 2 | 7 | 1
CC(C)CN1CCC1(C)C(=O)Nc1ccc(OC(F)F)cc1 (configuration not stated) | 5 | 0.7 | 0 | 16 | -11 | -1 | -7 | 1
CCO[C@@H]1OC(C(=O)O)=C[C@H](c2ccc(Br)cc2)[C@H]1CCCO | -3 | -0.1 | 0 | -4 | . | 21 | 4 | -2
CCOC(=O)C1(Cc2cccc(OC)c2)CCCN(C(=O)CCSC)C1 (configuration not stated) | -3 | 0.0 | -3 | -8 | . | 1 | -11 | -1
CCC1CCCCN1C(=S)NC(=O)c1cc(Br)ccc1Cl (configuration not stated) | -4 | 0.2 | -2 | 9 | 6 | -8 | -10 | 7
Cc1ccc(CN2C(=O)N/C(=C/c3cc(C)n(-c4ccccn4)c3C)C2=O)cc1 | -4 | 0.0 | . | -11 | . | 1 | . | -1
Cc1ccc(S(=O)(=O)N2CCCc3nc(C)c(C)cc32)cc1 | -2 | 0.0 | . | -3 | . | -11 | . | .
COc1ccc(/C=C/C(=O)NC(=S)Nc2ccc(S(=O)(=O)Nc3cc(OC)ncn3)cc2)cc1 | -4 | 0.0 | 0 | 6 | 2 | 7 | . | .
COc1ccc(-c2cc3nc(NCC4CCCCC4)n(C)c(=O)c3s2)cc1OC | 2 | 0.0 | . | ? | 0 | -3 | 11 | 1
CC(C)(C)OC(=O)NNC(=O)c1cccs1 | 1 | 0.1 | -1 | -19 | 0 | 4 | . | .
CC1CC(C)CN(S(=O)(=O)c2ccc(NC(=O)CN3C(=O)NC(C)(c4ccccc4)C3=O)cc2)C1 (configuration not stated) | 3 | 0.1 | 0 | 17 | -8 | -15 | . | -5
CCCCCCSc1ccc([C@H]2N[C@@](C)(C(=O)OC)[C@H]3C(=O)N(CC)C(=O)[C@@H]23)cc1 | 0 | 0.2 | . | 14 | -10 | -1 | 7 | 2
C[C@@H]1CCCCO[C@@H](CN(C)C)[C@@H](C)CN([C@H](C)CO)C(=O)c2cc(NS(=O)(=O)c3ccc(Cl)cc3)ccc2O1 | . | 0.3 | . | 2 | ? | . | -9 | .
COc1ccc(C2C3=C(COC3=O)Oc3cc4c(cc32)OCO4)cc1OC (configuration not stated) | -4 | 0.0 | 1 | -9 | . | 3 | . | .
CCOC(=O)C1=C(C)Nc2ccccc2N=C1NC(=O)/C=C/c1ccc(OC)cc1OC | 3 | 0.0 | 0 | 43 | 2 | -3 | . | .
CC(C)CC#Cc1cnc2c(c1)C(=O)N([C@@H](C)CO)C[C@@H](C)[C@@H](CN(C)C(=O)Cc1cccnc1)O2 | -1 | -1.2 | -2 | -26 | 7 | 6 | 29 | -8
C[C@H](CO)N1C[C@H](C)[C@@H](CN(C)C(=O)Nc2ccc(F)cc2)Oc2ccc(NC(=O)CCCCCC(=O)Nc3ccccc3N)cc2C1=O | 1 | 0.0 | . | 5 | 5 | 1 | . | .
O=C1c2cc([N+](=O)[O-])cc3cc([N+](=O)[O-])cc(c23)C(=O)N1c1ccccn1 | -2 | 0.4 | -1 | 28 | . | -5 | . | -4
O=C(CN1CCc2ccccc21)NN1CC(=O)N(c2ccc(Cl)cc2)CC1=O | 0 | 0.4 | 0 | 5 | . | -5 | . | .
O=C(CCN1Cc2ccccc2C1)c1ccc2c(c1)OCCO2 | . | . | . | 0 | -14 | . | 3 | 3
COc1ccc(/C=C/C(=O)C2(O)CCCCC2)cc1OC | -2 | -0.1 | 1 | 42 | 11 | -45 | 0 | -2
SMILES | ERAP1 inh | XiGFP reactiv | SIRT5 inh | LGR2 antag | PGC1a acetyl inh | S100A4 inh HTS | C2C12 statin | Cneo AK release
COc1ccc(S(=O)(=O)Nc2ccc3c(c2)CC(=O)N([C@H](C)CO)C[C@H](C)[C@@H](CN(C)Cc2ccc4c(c2)OCO4)O3)cc1 | 1 | 0.1 | 7 | 9 | -10 | 3 | 57 | 3
CN(C)S(=O)(=O)N(CCN1CCOCC1)Cc1ccccc1F | . | . | . | 9 | 3 | . | -4 | -1
COCCn1nnnc1C(c1cc2cc(OC)ccc2[nH]c1=O)N1CCC(Cc2ccccc2)CC1 (configuration not stated) | 1 | . | 17* | 3 | 16 | -4 | 12 | 4
CN1C(=O)c2cc(NC(=O)c3cccc(C(F)(F)F)c3)ccc2OC[C@H]2O[C@H](CC(=O)O)CC[C@@H]21 | -2 | 0.1 | 5 | -24 | . | 2 | -14 | 1
C/C=C/c1ccc([C@H]2[C@H](CO)N[C@H]2CN(C)S(=O)(=O)c2ccccc2)cc1 | . | 0.2 | . | 18 | -12 | . | -40 | 0
N#Cc1ccc(S(=O)(=O)N2CCN(c3ncccn3)CC2)cc1 | 3 | 0.0 | -3 | 5 | -1 | 5 | -6 | .
COc1ccc(NC(=O)C(=O)c2cn(CC(=O)N3CCCC3)c3ccccc23)cc1 | 4 | 0.9 | 4 | -10 | -3 | -1 | -22 | -1
CCOc1ccc(NC(=O)C2C3C=CC4(CN(C(C(=O)OC)C(C)C)C(=O)C24)O3)cc1 (configuration not stated) | 0 | 0.3 | . | 2 | 6 | -1 | 4 | -1
C/C(=N\Nc1ncc(Cl)cc1Cl)c1ccc(C#N)cc1 | 5 | 0.0 | -2 | 2 | -14 | -11 | 1 | 5
Cn1cnc(S(=O)(=O)N2CC[C@@H]3[C@@H](CO)Nc4ccc(-c5ccccc5)cc4[C@@H]32)c1 | 1 | 0.0 | 0 | -11 | -18 | -24 | 23 | -7
CC(C)C[C@@H](NC(=O)C1CCC(CNC(=O)[C@H](Cc2ccccc2)NC(=O)OC(C)(C)C)CC1)C(=O)O (some centres not stated) | 3 | 0.3 | -3 | -7 | . | -2 | 3 | 0
CCOC(=O)CN(Cc1sccc1C)C(=O)Nc1cccc(OC)c1 | -2 | 0.0 | -6 | -15 | . | 0 | . | .
CS(=O)(=O)N(CC(=O)N1CCCC1)c1ccc2c(c1)OCCO2 | 3 | . | 1 | 9 | 8 | 0 | 16 | -2
O=C(Nc1cccc(F)c1)c1ccc(-n2cncn2)c2ccoc12 | -1 | 0.0 | -2 | 1 | . | -1 | -21 | -3
O=C(CSc1nnc(-c2cccnc2)o1)Nc1ccc(Cl)cc1 | 0 | 0.1 | 2 | -2 | . | 11 | . | .
COc1ccc(NC(=O)c2cccc(NC(=O)C(C)C)c2)c([N+](=O)[O-])c1 | . | 0.0 | . | 1 | -1 | . | . | 1
Cc1ccc(Nc2nc(Cl)nc3ncn(C)c23)c(C)c1 | -4 | 0.0 | -8 | 2 | 15 | -9 | 2 | 1
O=C(Nc1sc2c(c1C(=O)O)CCCC2)C(=O)N1CCOCC1 | -4 | 0.0 | 7 | -2 | 6 | -6 | 17 | 1
Cc1cccc(C)c1NC(=O)CN(C)C(=O)CC1Sc2ccccc2NC1=O (configuration not stated) | 2 | 0.0 | 1 | -22 | 6 | -1 | 20 | 1
COCCNC(=O)C(=O)Nc1cc2c3c(c1)C(C)C(=O)N3CCC2 (configuration not stated) | 1 | 0.0 | 3 | 7 | -14 | -3 | -2 | -1
COc1ccc(/C=N/n2c(C)nc3ccccc3c2=O)cc1OC | 0 | 0.1 | -10 | 1 | 1 | -6 | -23 | -1
O=c1ccnc(Nc2ccc(Cl)cc2)[nH]1 | -3 | 0.2 | -4 | 4 | 6 | -4 | -35 | 0
C[C@H](CO)N1C[C@H](C)[C@@H](CN(C)C(=O)Nc2cccc3ccccc23)Oc2ccc(NC(=O)Cc3cn(C)c4ccccc34)cc2CC1=O | 1 | -0.2 | 4 | 16 | -9 | -1 | 34 | -2
COc1cc(/C=C/c2ccc3cccc(OC)c3n2)c(O)c([N+](=O)[O-])c1 | 1 | 0.1 | -3 | 5 | . | 9 | . | .
OC1(Cc2cc(-c3ccccc3)no2)CCN(CCCc2ccccc2)CC1 | -2 | 0.1 | 3 | . | 2 | 43 | -4 | 2
SMILES | ERAP1 inh | XiGFP reactiv | SIRT5 inh | LGR2 antag | PGC1a acetyl inh | S100A4 inh HTS | C2C12 statin | Cneo AK release
CC1CCN(S(=O)(=O)c2ccc(C(=O)OC(C)C(=O)NC3CCCCC3C)cc2)CC1 (configuration not stated) | 1 | 0.0 | 1 | -17 | . | -2 | -13 | 1
Cc1noc(C)c1S(=O)(=O)Nc1ccc2c(c1)CC(=O)N([C@H](C)CO)C[C@@H](C)[C@@H](CN(C)C(=O)Nc1cccc3ccccc13)O2 | 0 | -1.2 | 4 | -15 | -4 | 6 | 29 | 2
S=C(Nc1ccc2c(c1)OCO2)Nc1ccc2c(c1)OCO2 | 1 | -0.1 | -1 | -32 | . | -5 | 2 | .
O=C(CSc1nc2ccccc2c(=O)n1CC1CCCO1)Nc1ccccc1Cl (configuration not stated) | -5 | -0.1 | 2 | 2 | -7 | 6 | 79* | -1
O=C(Nc1ccc(CN2CCCCC2)cc1)c1sc2ccccc2c1Cl | 0 | 0.1 | 2 | 2 | 1 | 6 | 10 | 15
CC(=O)Nc1ccc(S(=O)(=O)c2ccc(N)cc2)cc1N | -1 | 0.0 | . | 2 | . | -1 | 13 | 0
Cn1cccc1/C=N/N1CCN(Cc2ccccc2)CC1 | . | -0.1 | -4 | 2 | . | 0 | 2 | .
CC(C)(C)c1ccc(NC(=O)CSc2n[nH]c(=O)n2-c2cccnc2)cc1 | -2 | 0.4 | 1 | 12 | 2 | -5 | -13 | -4
COc1ccc(-c2ccc3oc(-c4ccsc4)c(-c4ccc(OC)cc4)c3c2)cc1 | 5 | 0.0 | -4 | -18 | -1 | 21 | 2 | 27
COc1ccccc1CC(=O)NCCc1c[nH]c2ccccc12 | 1 | 0.2 | 0 | -7 | 1 | -2 | 40 | 5

Some of the compounds tested; the hit share may differ from the screen's.
